From PubChem
Growth percent in the NCI-60 one-dose screen (48 h, 10 µM unless noted): 100 = growth as untreated, 0 = no growth, -100 = all killed.
HL-60(TB): HL-60(TB) leukemia cells | hit rate 9% among 78,000; active = growth percent below 10
Active calls of the source: *; & = joins results of further samples.

SMILES	HL-60(TB)
O=c1[nH]c2ccc(Br)cc2c(O)c1C(c1ccc(Cl)cc1)c1c(O)c2cc(Br)ccc2[nH]c1=O	91
CCCCCCC(=O)C(C)C	101
O=c1c(-c2ccc3c(c2)OCO3)coc2c(CO)c(O)ccc12	-47*
CSc1nc(C)cc(=O)[nH]1	92
O=C(c1ccccc1)c1c(/C=C/c2ccc(Br)cc2)nc2ccccc2c1/C=C/c1ccc(Br)cc1	112
CCCCN1C(=O)C(CC(=O)Nc2ccc(F)c(F)c2)n2c1nc1ccccc12 (stereo unspecified)	102
C[C@H]1C(=O)[C@H]2C[C@@]3(C)CO[C@@]2([C@H]3O)[C@@]2(C)CC[C@@]12O	90
O=C(NC(Cc1nnc2n(Cc3ccccc3)c(=O)c3c4c(sc3n12)CCCC4)c1ccccc1)c1ccccc1 (stereo unspecified)	-70*
CCCC(=O)c1ccc(C)o1	98
CNC(=O)c1ccc(Cl)c(S(=O)(=O)NC)c1	106
Cc1cccc(/C=N\OCCc2ccccc2)n1	97&126
CC(=O)NCCCCCNC(C)=O	114
O=C(CN1CCOCC1)c1ccccc1	106
COc1ccc(N/N=C/c2cn(-c3ccc(C(=O)O)cc3)nc2-c2cc3ccccc3oc2=O)cc1	8.2*
S=c1nc2[se]c3c(c2c(Nc2ccc(Cl)cc2)[nH]1)CCCCC3	98
CC1CCC(C(C)C)C(NC(=O)c2ccncc2)C1 (stereo unspecified)	101
COc1ccc(N/C=C2\C(=O)CCc3c2oc2cc(Cl)c(O)c(Cl)c32)cc1	83
COc1ccc2c(c1)CC/C(=C\c1ccc(OCC(=O)Nc3nc4ccccc4s3)cc1)C2=O	88
CN(C)CC1CCC(CN(C)C)C1=O (stereo unspecified)	84
O=C(CCl)Oc1cc(Cl)c(Cl)cc1Cl	102
Cc1ccc2cnc(N)c(C#Cc3cncc(C(=O)Nc4ccc(CN5CCN(C)CC5)c(C(F)(F)F)c4)c3)c2c1	-60*
Clc1ccc(C2(C3CCNCC3)CCCO2)cc1 (stereo unspecified)	107
Nc1n[nH]c2ccc([C@@H]3Nc4cc5[nH]ncc5cc4[C@H]4C5CCC(C5)[C@@H]34)cc12 (stereo partly specified)	-8.9*
COc1ccc(NC(=O)C(c2ccccc2)c2ccccc2)cc1	96
CN(C)Cc1cc(Cl)cc(Cl)c1O	125
CCOC(=O)CCCC[C@H](O)[C@H]1CC(OC)(OC)[C@@H](OC)O[C@@H]1COC(=O)/C=C/c1cn(C)cn1	101
O=[N+]([O-])c1ccc(-c2nnc(SCc3nnc(-c4cccc([N+](=O)[O-])c4)o3)o2)cc1	100
Cc1ccc(-c2nc(C(=O)O)c(S(=O)(=O)c3ccc(C)cc3)o2)cc1	89
N#CC1C(C#N)C(C(=O)c2ccc(Br)cc2)N2c3ccccc3C=CC12 (stereo unspecified)	94
Cc1c(C(N)=O)sc2nc(SCC(=O)Nc3ccc(Cl)cc3)n(-c3ccccc3)c(=O)c12	171
NS(=O)(=O)c1ccc(Nc2nc(N/N=C/c3cccs3)nc(Nc3ccccc3)n2)cc1	71
CS(=O)(=O)c1cccc(Cc2nnc(Cc3cc4ccc(F)cc4[nH]3)n2CCCc2cnc[nH]2)c1	103
O=S(=O)(Nc1ccc2c3c(cccc13)CC2)c1ccccc1	48
CNC(=O)c1n[nH]n2c1nc(=O)c1c3c(sc12)CCCC3	100
O=[N+]([O-])c1ccc2[nH]ncc2c1	132
COc1cc(-c2cc(=O)c3ccc(O)cc3o2)cc(OC)c1OC	68
CC1CCc2c(sc3nc(SCC(=O)c4ccccc4)n(-c4ccccc4)c(=O)c23)C1 (stereo unspecified)	148
CC1=CC(O)=C(C#N)C(C)(C)C1(C#N)C(=O)O (stereo unspecified)	134
CC(C)NCCO	122
NS(=O)(=O)c1ccc(NC(=S)/N=C\c2c(O)[nH]c(=O)[nH]c2=O)cc1	101
COc1cc(C2CC(c3ccc(Nc4nc(Nc5ccc(Cl)cc5)nc(Nc5ccc(Cl)cc5)n4)cc3)=NN2C(C)=O)cc(OC)c1OC (stereo unspecified)	95
COc1ccc(C(=O)/C=C/c2ccc(/C=C/c3ccc(F)cc3)cc2)cc1	101
CN(Cc1ccccc1)Cc1ccc2ccc(=O)[nH]c2c1O	102
ClCCN(CCCl)Cc1nc2cc3ccccc3cc2[nH]1	71
Nc1nc2ccc(-c3nc4ccc5[nH]ncc5c4c4c3CCC4)cc2s1	30
CCCCN(CCCC)S(=O)(=O)c1ccc(C)cc1	81
COc1ccc(-n2c(=S)[nH]c3ccc(C)cc3c2=O)cc1	103
S=C(NCCc1ccccc1)Nc1ccc(OCc2nc3ccc(Cl)cc3[nH]2)cc1	12
C1=CCOC(c2ccccc2)OC1	103
O=C(NCc1cn(Cc2cccc(Oc3ccccc3)c2)nn1)c1cccnc1Nc1ccccc1	32

6 compounds out of the list, ordered by length of the SMILES, ascending:
SMILES	HL-60(TB)
C1=CCOC(c2ccccc2)OC1	103
CCCCN(CCCC)S(=O)(=O)c1ccc(C)cc1	81
Nc1nc2ccc(-c3nc4ccc5[nH]ncc5c4c4c3CCC4)cc2s1	30
COc1ccc(C(=O)/C=C/c2ccc(/C=C/c3ccc(F)cc3)cc2)cc1	101
O=C(NCc1cn(Cc2cccc(Oc3ccccc3)c2)nn1)c1cccnc1Nc1ccccc1	32
COc1cc(C2CC(c3ccc(Nc4nc(Nc5ccc(Cl)cc5)nc(Nc5ccc(Cl)cc5)n4)cc3)=NN2C(C)=O)cc(OC)c1OC (stereo unspecified)	95

(cont.)
SMILES	HL-60(TB)
c1ccc(CNc2ccccn2)cc1	96
Cc1ccc(/C=N/Nc2nc3c([nH]2)c(=O)n(C)c(=O)n3C)cc1	103&100
O=c1ccn([C@@H]2C=C(CO)[C@@H](O)[C@H]2O)c(=O)[nH]1	79
O=C(NCc1ccc(Cl)cc1Cl)C1CCC(=O)N1c1ccsc1 (stereo unspecified)	114
CCCCCCCSc1ncnc2c1ncn2C(=O)Sc1ccccc1	84
C/C(=C\C=C\[C@H](C)CC(=O)O)[C@H](O)[C@H](C)C(=O)O[C@H]1C[C@H](C)[C@H](O)c2ccc(C)c(C)c21	92
COc1cc(O)c(O)c2ccc3cc(O)c(O)cc3c12	91
N#C/C(=C\c1ccc(Cl)c([N+](=O)[O-])c1)C(N)=O	99
COc1ccc(/C=C2\C(=O)N=C3N2N=C(N)N=C(N)N3c2ccccc2)cc1	100
N#Cc1ccc(C(=O)C[n+]2cccc3ccccc32)cc1	99
Nc1c(Cl)cc(Cl)cc1C(=O)O	119
CCn1c(Sc2nnc(NC(=O)CSC(=S)N3CCOCC3)s2)nc2c1c(=O)n(C)c(=O)n2C	102
O=C1C(SCCO)=C(SCCO)C(=O)C(SCCO)=C1SCCO	106
NC(=O)c1cccc(N2Cc3ccccc3OC3=C2C(=O)c2c(O)ccc(O)c2C3=O)c1	-46*
Cc1ccc(S(=O)(=O)NC(=O)CCC(=O)Nc2ccc(O)cc2)cc1	106
Cc1c[n+](Cc2ccc3ccccc3c2)cn1Cc1ccc2ccccc2c1	-56*
O=c1[nH]nnc2cc(Cl)ccc12	100&108
CCOC(=O)c1cc2c(n(C)c1=O)-c1cnn(-c3ccc(Cl)cc3)c1CC2	109
N#Cc1c(-c2cccc3ccccc23)nc(NCCO)[nH]c1=O	104
CCCCC1CCCCC1	104
CCCCCCCCCCCCCCCCCC1=NCCN1CCO	36
O=C1CCCCN1c1ccc(C2=NCCCN2)cc1	71
CC(C(=O)N1CCN(c2ccc(Cl)c(Cl)c2)CC1)c1ccc(NS(=O)(=O)c2ccccc2)cc1 (stereo unspecified)	83
COc1ccc2c(c1)cn1c3ccc(O)cc3[nH]c(=O)c21	-22*
CC(=O)NNC(=O)c1cccc(C(=O)O)c1	92
Nc1cc(Br)cc(Br)c1	47
COC(=O)[C@]1(C)CCC[C@]2(C)c3c(cc(C(C)C)c4c3[C@@H]3[C@@H]5OO[C@@H](O5)[C@@H]3[C@H](C)N4C(=O)C(F)(F)F)CC[C@@H]12	114
Cc1ccc(C2=NN3C(C2)c2cc(Br)ccc2OC3c2cccc(Cl)c2)s1 (stereo unspecified)	91
O=C(O)c1ccc2c(c1)C(=O)N(Cc1ccccc1)C2=O	93
Fc1ccc2nc(Cl)c(Cn3nnnc3Cc3ccccc3)cc2c1	96

A section taken from the entries so far:
SMILES	HL-60(TB)
CCCCCCCCCCCCCCCCCC1=NCCN1CCO	36
O=C1CCCCN1c1ccc(C2=NCCCN2)cc1	71

(continued)
SMILES	HL-60(TB)
CCC(C)CCO (stereo unspecified)	104
NC(=O)c1c(NC(=O)c2ccc(C3CCCCC3)cc2)sc2c1CCC(=O)C2	7.8*
NC1=NC(c2ccc(Sc3ccc(Cl)cc3)cc2)n2c(nc3ccccc32)N1 (stereo unspecified)	28
C/C(=N\NC(=O)CSc1nc2sc3c(c2c(=O)n1-c1ccccc1)CCC(C)C3)c1ccc(Cl)cc1 (stereo unspecified)	3.7*
CCOC(=O)C(C(C)=O)c1ccccc1 (stereo unspecified)	90
COc1ccc(-n2ncc3c2CCc2cc(S(=O)(=O)c4ccccc4)c(=O)n(C)c2-3)cc1	87
CC1=CC(O)CC(C)(C)C1 (stereo unspecified)	102
NS(=O)(=O)c1ccc(N=C2NC(=O)/C(=C/c3coc4ccccc4c3=O)S2)cc1	99
O=C(CN1CCN(c2cc(=O)[nH]c3ccc(F)cc23)CC1)Nc1ccc([N+](=O)[O-])cc1	95
O=C(CN1CCN(c2ccccc2)CC1)N1CCN(c2nnc(-c3ccc(Cl)cc3)c(-c3ccc(Cl)cc3)n2)CC1	-41*
COC(=O)c1c(C#N)c(C#N)c2c([nH]c3ccccc32)c1C(=O)OC	89
C=CCn1c(SCC(=O)Nc2ccc(C(=O)/C=C/c3ccc(Cl)cc3)cc2)nnc1-c1cc(-c2ccc(S(C)(=O)=O)cc2)nc2ccccc12	83
CC(C(O)c1ccccc1)N(Cc1ccccc1)Cc1ccccc1 (stereo unspecified)	105
Cc1cc(NS(=O)(=O)c2ccc(Nc3ccnc(SCC(=O)c4ccc(Cl)cc4)n3)cc2)no1	101
O=C(Oc1cccc2ccccc12)N1CCN(C(=O)Oc2cccc3ccccc23)CC1	100
O=C1CCCCN1CCCCC#Cc1cccc(C#Cc2cccnc2)c1	-23*
COc1ccc(-c2nc3cc(C(=O)Nc4cc(OC)c(OC)c(OC)c4)ccc3n2C2CCCCC2)cc1	86
CC/C(=N/NC(N)=O)c1ccc([N+](=O)[O-])o1	108
COc1cc(-c2cc(-c3ccco3)c(C#N)c(N3CCOCC3)n2)cc(OC)c1OC	89
COc1cccc(C(=O)O)c1[N+](=O)[O-]	120
CN1C(=O)[C@]23C[C@H]4C(C)(C)[C@@]5(C[C@@]41CN2CC[C@@]3(C)O)C(=O)Nc1c5ccc2c1OC=CC(C)(C)O2	104
O=C(CC1(O)C(=O)N(Cc2ccccc2)c2ccc(Cl)cc21)c1ccc(C(=O)NCC2CCC3(CC2)OOC2(CCCCC2)OO3)cc1 (stereo unspecified)	-63*
Cn1cc(-c2nn3cc(-c4cccnc4)nc3s2)c2cc(Br)ccc21	50
Nc1ccc2c(c1)C(O)c1cccc(C(=O)O)c1-2 (stereo unspecified)	94
Cc1c(Cl)ccc2c(C(=O)O)cc(-c3ccccc3)nc12	91
CC(=O)Nc1cc(C)ccc1C	100
CC(=O)CC(=O)c1ccc(-c2ccccc2)cc1	88
C#CCOc1ccc(/C=N/Nc2nc(-c3ccc(Br)cc3)cs2)cc1	89
Cc1onc(-c2ccccc2)c1C(=O)Nc1sc(C(C)C)cc1C(N)=O	97
Nc1cccc2cccc(O)c12	83

5 entries drawn at random from the list so far, as already listed:
SMILES	HL-60(TB)
Cc1onc(-c2ccccc2)c1C(=O)Nc1sc(C(C)C)cc1C(N)=O	97
CC(=O)Nc1cc(C)ccc1C	100
O=C(CC1(O)C(=O)N(Cc2ccccc2)c2ccc(Cl)cc21)c1ccc(C(=O)NCC2CCC3(CC2)OOC2(CCCCC2)OO3)cc1 (stereo unspecified)	-63*
Cn1cc(-c2nn3cc(-c4cccnc4)nc3s2)c2cc(Br)ccc21	50
C#CCOc1ccc(/C=N/Nc2nc(-c3ccc(Br)cc3)cs2)cc1	89

Taken from above.
`Nc1cccc2cccc(O)c12` | HL-60(TB) = 83
`Cc1c(Cl)ccc2c(C(=O)O)cc(-c3ccccc3)nc12` | HL-60(TB) = 91
`C#CCOc1ccc(/C=N/Nc2nc(-c3ccc(Br)cc3)cs2)cc1` | HL-60(TB) = 89
`CN1C(=O)[C@]23C[C@H]4C(C)(C)[C@@]5(C[C@@]41CN2CC[C@@]3(C)O)C(=O)Nc1c5ccc2c1OC=CC(C)(C)O2` | HL-60(TB) = 104
`CC(=O)Nc1cc(C)ccc1C` | HL-60(TB) = 100
`Cc1onc(-c2ccccc2)c1C(=O)Nc1sc(C(C)C)cc1C(N)=O` | HL-60(TB) = 97

Additional compounds:
SMILES	HL-60(TB)
CC(=O)n1cc(C2CC(=O)OC3=C2CC(=O)C(C)(C)C3)c2ccccc21 (stereo unspecified)	99
Oc1c(Cl)cc(Cl)c2ccccc12	112
C[N+]1(CCc2ccccc2)CC[N+](C)(CCc2ccccc2)CC1 (stereo unspecified)	99
CN1C(=O)CN2CCc3ccccc3C2c2cc(Cl)ccc21 (stereo unspecified)	87
O=C(O)C(O)CO (stereo unspecified)	103
O=C1/C(=C/c2ccc(Oc3ccccc3)cc2)N=C(c2ccccc2)N1CCc1cccs1	86
COc1ccc(F)cc1-c1cnc2nonc2n1	50
CNCCCCc1ccc([N+](=O)[O-])cc1	96
COc1ccc(N=Nc2ccc(O)c(=O)cc2)cc1	-33*
COC(=O)CCC(=O)c1ccc2cc(OC)ccc2c1	102
CCN(CC)c1ccc2cc(C(Nc3ccc(Br)c(C(F)(F)F)c3)c3nnnn3C(C)(C)C)c(=O)oc2c1 (stereo unspecified)	93
COc1cc(CO)ccc1O	87
NC(=O)c1ccccc1Oc1ccc2nnc(-c3ccncc3)n2n1	107
COc1cc(OC)cc(-c2cncn2-c2ccc(-c3nc4cc(OC)c(OC)c(OC)c4s3)cc2)c1	16
COc1ncnc2c(-c3ccco3)cn(COCc3ccccc3)c12	57
O=C(N/N=C/c1ccccc1Cl)c1ccc(Br)o1	100
C#Cc1cc2c(N)c(C(=O)c3cc(OC)c(OC)c(OC)c3)[nH]c2cc1OC	-6.3*

Only part of the results is shown (hit frequency here may not be typical).
